Source: PubChem BioAssay
NPYLR7 agonist – activates Aedes aegypti NPYLR7 receptor. HEK293T NPYLR7/Galpha15, GCaMP6s calcium fluorescence. activation, % at 10 µM. 270,000 compounds, 0.15% hits; in the data active = activation above about 40%;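 note: 0% = vehicle and 100% = reference agonist at the receptor; some compounds past the cut are filed as inactive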
mcGAS inh – mouse cGAS inhibition by luminescence; Q8C6L5; recombinant cGAS, Kinase-Glo ATP depletion luminescence; inhibition, % at 12.5 µM; AID 1259399; 160,000 compounds, 0.15% hits;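 note: 0% = negative control wells and 100% = reference inhibitor with no enzyme activity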
hcGAS lum – blocks human cGAS activity | Q8N884 | inhibition, % at 12.5 µM | AID 1259398 | 290,000 compounds, 0.081% hits | recombinant h-cGAS, ATP depletion, Kinase-Glo luminescence;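 note: 0% = vehicle reaction and 100% = reaction without DNA for no activity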
Target sequence (Q8N884 whole entry, looked up): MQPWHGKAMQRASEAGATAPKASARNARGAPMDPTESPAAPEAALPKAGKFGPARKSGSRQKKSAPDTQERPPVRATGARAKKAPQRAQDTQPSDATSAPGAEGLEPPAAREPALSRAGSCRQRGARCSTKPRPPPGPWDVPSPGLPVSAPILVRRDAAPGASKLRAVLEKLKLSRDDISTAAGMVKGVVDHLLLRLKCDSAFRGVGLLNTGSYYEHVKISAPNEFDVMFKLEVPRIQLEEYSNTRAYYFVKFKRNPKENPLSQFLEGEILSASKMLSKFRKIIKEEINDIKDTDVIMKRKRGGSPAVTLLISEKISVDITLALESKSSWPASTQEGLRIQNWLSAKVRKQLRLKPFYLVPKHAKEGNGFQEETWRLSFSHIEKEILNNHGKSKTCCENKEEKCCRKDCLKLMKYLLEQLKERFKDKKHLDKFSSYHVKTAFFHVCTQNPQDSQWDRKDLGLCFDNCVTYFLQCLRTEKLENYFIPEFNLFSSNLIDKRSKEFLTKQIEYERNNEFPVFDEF
* = called active by the depositor; x = not tested or not shown; & = joins results of further samples. Cut-off read from the data, not from the text of the source, unless noted: active = inhibition above about 40%; inactive = the rest. This is a random part of the collection, and some 0.29% of all compounds hit somewhere here.

#1 COC(=O)c1ccc(Cl)cc1NC(=O)Nc1ccc(F)cc1F
#2 O=C(O)c1cc(-c2cccs2)nn1-c1ccccc1Cl
#3 CC1(C(=O)NCC2CCCCC2)CCN1C(=O)Cc1ccc(-c2ccccc2)cc1 (configuration not stated)
#4 O=C(CCc1nnc(Cc2ccc(-c3ccccc3)cc2)o1)N1CCc2ccccc2C1
#5 CC(C)CCN(Cc1cccn1C)CC(O)COCc1ccccc1 (configuration not stated)
#6 O=C(CCC1CCN(C(=O)c2ccc3[nH]ccc3c2)CC1)NCc1ccc(F)cc1
#7 CCc1ccc(CNC(=O)CCC(=O)NC2CCCCCCC2)nc1
#8 Cc1nnc(CN(C)C(=O)c2cn(Cc3ccccc3C(F)(F)F)nn2)o1

entry no. | 1 | 2 | 3 | 4 | 5 | 6 | 7 | 8
NPYLR7 agonist | -11.7 | 13.7 | 3.5 | 12.0 | 10.2 | 4.4 | -2.0 | 1.6
mcGAS inh | -9.1 | x | -3.4 | -10.0 | -4.4 | x | x | -15.8
hcGAS lum | -0.3 | -2.3 | -5.0 | -8.7 | -2.1 | -6.2&-4.3 | -6.2 | -3.9

#9 COCC(=O)Nc1ccc(C2SCC(=O)N2c2ccccc2C(C)C)cc1 (configuration not stated)
#10 O=C(c1ccon1)N1CCN(CCN2CCOCC2)CC(O)C1 (configuration not stated)
#11 Cc1cccc(-c2noc(N3CCOCC3)c2CN(Cc2ccc(F)cc2)C(=O)c2cccs2)c1
#12 CC(=O)Nc1n[nH]c(C2CCCC2)c1-c1ccc2c(c1)OCO2
#13 CCc1cccc2c(C(CC(=O)NC3CCN(Cc4ccccc4)CC3)c3cccc(F)c3)c[nH]c12 (configuration not stated)
#14 COc1ccc(S(=O)(=O)Nc2ccc(N(C)C)c(CN(C(=O)c3ccco3)C3CCCCC3)c2)cc1
#15 COCCOc1ccccc1-n1c(C)c(C)n2c3c(=O)n(C)c(=O)n(C)c3nc12
#16 CN1C(=O)c2cccc3c(Br)cc(Br)c1c23

entry no. | 9 | 10 | 11 | 12 | 13 | 14 | 15 | 16
NPYLR7 agonist | -2.6 | x | 9.3 | -2.4 | 16.4 | 6.2 | 1.2 | 10.3
mcGAS inh | -4.2 | -4.8 | -3.3 | x | -3.1 | -7.1 | x | 1.7
hcGAS lum | -3.1 | -2.9 | -4.0 | -5.1 | -2.6 | -6.5 | -3.2 | -1.7

#17 Cc1cnc(C2CCCO2)n1CC1CCN(C2CCOCC2)CC1 (configuration not stated)
#18 COc1c2occc2cc2ccc(=O)oc12
#19 CCNc1ncc(C(=O)N2CCOC(CCCc3ccccc3)C2)cn1 (configuration not stated)
#20 O=C(c1ccccc1F)N1CCN(Cc2cc(=O)c(OCc3ccc(F)cc3)co2)CC1
#21 COC(=O)N1CCC2(CCC(N3CCn4nc(C#N)cc4C3)CC2)CC1
#22 Cc1cc(NC(=O)NCc2ccc(C(F)(F)F)cc2)no1
#23 C=C(C)CN1c2ccccc2NC(=O)C1CC(=O)Nc1ccccc1OC (configuration not stated)
#24 O=C(c1ncc[nH]1)N1CCOC(COCc2ccccc2F)C1 (configuration not stated)

entry no. | 17 | 18 | 19 | 20 | 21 | 22 | 23 | 24
NPYLR7 agonist | x | -3.9&-0.3&-4.5 | x | 25.5 | x | -2.4 | 5.2 | -4.6
mcGAS inh | -4.8 | x | -13.4 | -6.2 | -0.1 | -2.7 | x | 0.2
hcGAS lum | -9.6 | -2.5&-3.2&-0.8 | -4.8 | -13.0 | 1.0 | 1.3 | 8.2 | 0.6

#25 COC(=O)c1ccccc1C(=O)N1CCC(C(Cc2ccccc2)N(C)C(=O)c2ccoc2C)CC1 (configuration not stated)
#26 CC(C(=O)Nc1ccc(N2CCCCC2)nc1)n1ccnc1 (configuration not stated)
#27 COc1ccc(C(=O)N2CCC3(CCCN(Cc4ccc(F)cc4)C3)C2)o1 (configuration not stated)
#28 Brc1ccc(-c2nnc3sc(CNCc4ccc5c(c4)OCO5)cn23)cc1
#29 COc1cccc(C(CN2CCN(C(=O)c3c(C)noc3C)CC2)OCc2ccc(C#N)cc2)c1 (configuration not stated)
#30 CC(=O)N(CC1=CCN(Cc2cnc[nH]2)CC1)CC(C)C
#31 CCc1nc2ccc(C(=O)N3CCN(S(=O)(=O)CC)CC3)cn2c1N(CCC(C)C)CCN(C)C
#32 COc1ccc(NC(=O)Cn2ncnc2-c2ccccc2Cl)cc1

entry no. | 25 | 26 | 27 | 28 | 29 | 30 | 31 | 32
NPYLR7 agonist | 9.5 | 10.7 | 13.7 | 8.2 | -2.2 | 4.7 | -11.3 | 3.9
mcGAS inh | -11.0 | -9.8 | -10.9 | x | -4.5 | x | 1.3 | x
hcGAS lum | -8.0 | -9.5 | -8.7 | -10.7 | -0.9 | -6.1 | 1.5 | -3.6

#33 Cc1cc(C)nc(SCc2cc(=O)c(OC(=O)c3ccc(C)c([N+](=O)[O-])c3)co2)n1
#34 CCC1CN(CCC(=O)NC(c2ccncc2)c2ccccc2C)Cc2cc(OC)ccc2O1 (configuration not stated)
#35 O=C(NC1CCN(c2ccccc2C(=O)NCC2CCCO2)CC1)c1cccs1 (configuration not stated)
#36 COC(=O)C1=C(C)N=c2s/c(=C/c3ccc(Cl)c(Cl)c3)c(=O)n2C1c1cccs1 (configuration not stated)
#37 COc1cccc2c1N(CC(=O)NC(C)c1ccco1)CCC2 (configuration not stated)
#38 Cc1cc(N2C(=O)C3C4C=CC(C4)C3C2=O)no1 (configuration not stated)
#39 Cc1ccc(-n2c(SCc3ccc(F)cc3)nnc2C(C)NC(=O)c2ccc([N+](=O)[O-])cc2Cl)cc1 (configuration not stated)
#40 Fc1ccc(-n2nc(SCc3coc(-c4cccs4)n3)sc2=S)cc1

entry no. | 33 | 34 | 35 | 36 | 37 | 38 | 39 | 40
NPYLR7 agonist | -11.7 | -3.8 | 13.8 | 15.0 | -4.4 | 5.0 | x | 7.1
mcGAS inh | -1.6 | -3.7 | -6.7 | -4.0 | x | -1.5 | -3.0 | x
hcGAS lum | -4.7 | -1.4 | -3.9 | -3.1 | -2.2 | -1.8 | -1.1 | -4.0

#41 O=C(NCCCN1CCOCC1)C1Cc2ccccc2N2CCN(CCc3ccccc3)CC12 (configuration not stated)
#42 N#Cc1ccccc1NC(=O)c1c(-c2ccccc2)c(-c2ccccc2)n[nH]c1=O
#43 Cc1nc(Nc2ccc(NS(=O)(=O)c3ccc(F)cc3)cc2)cc(-n2cccn2)n1
#44 O=C(NC1CCCNC1=O)c1cccnc1SCc1ccc(F)cc1 (configuration not stated)
#45 COCCN(CC(=O)N1CCc2sccc2C1c1ccc(Cl)cc1Cl)C(=O)c1ccc(Cl)c([N+](=O)[O-])c1 (configuration not stated)
#46 Cc1ccc(C(=O)Nc2nc(COc3ccc(Cl)cc3Cl)cs2)cn1
#47 CCc1ccc(C(=O)N(Cc2nc3cc(C)ccc3o2)C2CCCCC2)cc1
#48 COc1ccc(-n2nnc3c(SCc4ccccc4C)ncnc32)cc1

entry no. | 41 | 42 | 43 | 44 | 45 | 46 | 47 | 48
NPYLR7 agonist | x | -11.8 | -9.8 | 3.0 | -0.8 | 0.6 | -0.4 | 15.3
mcGAS inh | -4.7 | x | -7.5 | x | -5.2 | -16.5 | -6.6 | -8.1
hcGAS lum | -7.4 | -2.8 | -7.2 | -3.3 | -6.5 | -5.9 | -3.3 | -6.0

#49 C/C=C1\C(=O)CC2C3CCC4=CC(=O)CC[C@]4(C)C3CC[C@]12C (some centres not stated)
#50 O=C(NCC1CCCc2ccccc21)c1ccccn1 (configuration not stated)
#51 Cc1ccc2sc(N(CCCn3ccnc3)C(=O)c3ccco3)nc2c1C
#52 CN(C)c1cccc(C(=O)Nc2ccccc2C(=O)O)c1
#53 CN(C(=O)Cn1nc(-c2ccccc2)c2sc(N3CCCCC3)nc2c1=O)c1ccccc1
#54 COC(=O)[C@@H]1C(O)CC[C@H]2CN3CCc4c([nH]c5ccccc45)[C@@H]3C[C@@H]21 (some centres not stated)
#55 COc1cccc(C2SCC(=O)N2c2cc(C)cc(C)c2)c1OC (configuration not stated)
#56 O=C(CCc1c[nH]c2ccccc12)N1CCCSC1=Nc1ccccc1

entry no. | 49 | 50 | 51 | 52 | 53 | 54 | 55 | 56
NPYLR7 agonist | 0.7 | -2.9 | -8.0 | -1.2 | -5.4 | -1.6 | -0.6 | 1.2
mcGAS inh | -3.7 | -5.6 | -7.5 | 2.7 | -10.1 | x | 1.3 | x
hcGAS lum | 0.0 | -11.1 | -6.5 | 12.6 | -7.8 | -3.8 | 4.1 | 0.1

#57 O=C(CCC(=O)c1ccc(F)cc1)NCC(=O)Nc1cc(Cl)ccc1Cl
#58 CC1(C)Cc2cc(Cn3ccnc3-c3ccc(CO)o3)ccc2O1
#59 Cc1ccc(F)c(-c2cc(C(N)=O)ccn2)c1
#60 COc1ccc(NC(=O)[C@@H]2C[C@@H](O)CN2)c(NC(=O)C(C)C)c1
#61 CC(C)(C)CC(C)(C)NC(=O)c1cncc(Br)c1
#62 CCOCCn1c(N2CCN(Cc3cccc(C)c3)CC2)nc2c1c(=O)[nH]c(=O)n2C
#63 CCCc1nc(Cn2cnc3cc(C)c(C)cc32)cs1
#64 COCCN(CC(=O)N1CCc2sccc2C1c1ccc(C)cc1)C(=O)c1cccc(OC)c1 (configuration not stated)

entry no. | 57 | 58 | 59 | 60 | 61 | 62 | 63 | 64
NPYLR7 agonist | 13.4 | 7.4 | 2.0 | 0.3 | 7.1 | 0.9 | 11.4 | -8.0
mcGAS inh | x | -13.8 | x | x | -4.4 | x | x | -5.3
hcGAS lum | -6.5 | -6.2 | -0.4 | -4.1 | -8.2 | 2.3 | -8.5 | -6.9

#65 Cc1nc(CSc2nnc(Cc3c(C)[nH]c(=O)[nH]c3=O)o2)cs1
#66 Cc1nccn1CCC1CCCCN1C(=O)c1cc(Cl)c[nH]c1=O (configuration not stated)
#67 O=C(C=Cc1c(Cl)cccc1Cl)N1CCCC1c1nc2ccccc2[nH]1 (configuration not stated)
#68 COc1ccc(OC)c(NC(=O)C2(C)CCN2Cc2ccc(-n3ccnc3)cc2)c1 (configuration not stated)
#69 CN(c1ccc(C(=O)NCC2(CCO)CCOC2)cc1)C1CCCCC1 (configuration not stated)
#70 Cc1ncsc1CCC(=O)NCc1csc(N2CCCC2)n1
#71 CCOc1ccccc1C(=O)NCC(=O)N1CCC(C)CC1
#72 COc1cccc(CN(CCC(C)C)CC(O)COC(C)(C)C)c1 (configuration not stated)

entry no. | 65 | 66 | 67 | 68 | 69 | 70 | 71 | 72
NPYLR7 agonist | 4.0 | 1.4 | 1.4 | -5.3 | 4.9 | -6.3 | 6.5 | 9.0
mcGAS inh | x | x | -5.7 | 0.6 | x | -10.2 | -6.0 | -3.2
hcGAS lum | -4.0 | -5.2 | -4.7 | -1.8 | -5.0 | -6.4 | -8.5 | -2.7

#73 COc1ccc(-n2nnc3c(=O)n(Cc4ccc(Cl)cc4)cnc32)cc1
#74 Nc1c(C(=O)N2CCOCC2)sc2nc(-c3cccs3)c3c(c12)CCCC3
#75 O=C(Cn1cc2ccccc2n1)NC1CCCN(c2nc3ccccc3s2)C1 (configuration not stated)
#76 Cc1cccc(Cc2ccc3ncc(-c4cccs4)n3n2)c1
#77 CCn1cc(CNCC2(O)CCCN(CCC3CCCCC3)C2=O)cn1 (configuration not stated)
#78 CCN(CC)c1ccc(CNc2nnnn2CC)cc1
#79 CCOc1ccccc1/C=C1N=C(/C=C/c2ccccc2)OC/1=O
#80 CN(Cc1nc2ccccc2n1C(F)F)C(=O)CCS(=O)(=O)C1CCCC1

entry no. | 73 | 74 | 75 | 76 | 77 | 78 | 79 | 80
NPYLR7 agonist | 6.3 | -4.2 | 13.8 | -4.9 | x | -0.6 | -0.6 | -3.5
mcGAS inh | x | -3.7 | -2.7 | -5.3 | -4.9 | x | x | x
hcGAS lum | -4.0 | -5.3 | -1.9 | -3.7 | -12.1 | 2.6 | -1.9 | -3.3

Looked up by structure from above (5):
#80 CN(Cc1nc2ccccc2n1C(F)F)C(=O)CCS(=O)(=O)C1CCCC1
#75 O=C(Cn1cc2ccccc2n1)NC1CCCN(c2nc3ccccc3s2)C1 (configuration not stated)
#77 CCn1cc(CNCC2(O)CCCN(CCC3CCCCC3)C2=O)cn1 (configuration not stated)
#78 CCN(CC)c1ccc(CNc2nnnn2CC)cc1
#73 COc1ccc(-n2nnc3c(=O)n(Cc4ccc(Cl)cc4)cnc32)cc1

entry no. | 80 | 75 | 77 | 78 | 73
NPYLR7 agonist | -3.5 | 13.8 | x | -0.6 | 6.3
mcGAS inh | x | -2.7 | -4.9 | x | x
hcGAS lum | -3.3 | -1.9 | -12.1 | 2.6 | -4.0

(list continues)
#81 CC(C)Cc1noc(CN(CCO)CCN2CCOCC2)n1
#82 CCOc1ccc(-n2c(SCC(=O)c3ccc4c(c3)NC(=O)CO4)nnc2-c2ccccc2)cc1
#83 CCCCCCCC(=O)Nc1c(-c2cc(F)ccc2F)nc2ccccn12
#84 CC(C)N(Cc1cccc(N2CCN(S(=O)(=O)c3c(Cl)cccc3Cl)CC2)c1F)S(C)(=O)=O
#85 COc1ccccc1C(=O)N1CCN(c2nccc(-c3ccc(Oc4ccccc4)cc3)n2)CC1

entry no. | 81 | 82 | 83 | 84 | 85
NPYLR7 agonist | 3.3 | 1.2 | -7.9 | 2.1 | 8.4
mcGAS inh | x | -7.6 | -8.9 | -7.5 | -5.9
hcGAS lum | -10.5 | -7.8 | -8.7 | 4.8 | 0.4
